# PMI act hi M6P: PMI (human) activation, high substrate. activation factor at 20 µM. 190,000 tested, 0.34% active. coupled PMI enzyme assay, resazurin fluorescence, 20 min; active compounds read high; 1 = untreated enzyme, 0 = substrate-free blank. P34949;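 active = activation factor of 2 or more at 20 µM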
# Target sequence (P34949 whole entry, looked up): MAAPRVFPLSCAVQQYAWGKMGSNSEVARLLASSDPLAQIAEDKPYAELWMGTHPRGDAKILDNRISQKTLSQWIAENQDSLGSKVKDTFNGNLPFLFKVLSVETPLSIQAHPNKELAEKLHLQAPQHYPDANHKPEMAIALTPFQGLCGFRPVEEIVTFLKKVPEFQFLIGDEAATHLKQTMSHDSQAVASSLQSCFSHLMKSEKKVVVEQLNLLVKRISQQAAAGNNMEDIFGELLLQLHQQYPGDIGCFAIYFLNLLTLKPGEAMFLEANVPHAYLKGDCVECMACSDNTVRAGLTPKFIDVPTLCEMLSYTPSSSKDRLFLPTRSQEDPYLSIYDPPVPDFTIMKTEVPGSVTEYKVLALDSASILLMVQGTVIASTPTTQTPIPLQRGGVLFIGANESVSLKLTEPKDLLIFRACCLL
#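 Material: human phosphomannose isomerase with PGI, G6PDH, diaphorase coupling enzymes / Reagent: Man-6-P substrate 1.0 mM / Dosing: single compound dose of 20 µM, 1% DMSO final / Incubation: enzyme reaction with compound 20 min at room temperature / Signal: resorufin fluorescence (Ex 544/Em 590 nm) from resazurin via diaphorase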
# TNAP inh no acc: TNAP (human) inhibition, acceptor-free conditions | inhibition, % at 20 µM | P05186 | purified TNAP, CDP-star luminescence, 30 min | AID 1012 | 200,000 tested, 0.26% active;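 active = tissue-nonspecific alkaline phosphatase inhibition above about 50% at 20 µM in the single-dose screen, limit read from the data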;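 note: 0% = DMSO negative control and 100% = EDTA positive control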
# Target sequence (P05186 whole entry, looked up): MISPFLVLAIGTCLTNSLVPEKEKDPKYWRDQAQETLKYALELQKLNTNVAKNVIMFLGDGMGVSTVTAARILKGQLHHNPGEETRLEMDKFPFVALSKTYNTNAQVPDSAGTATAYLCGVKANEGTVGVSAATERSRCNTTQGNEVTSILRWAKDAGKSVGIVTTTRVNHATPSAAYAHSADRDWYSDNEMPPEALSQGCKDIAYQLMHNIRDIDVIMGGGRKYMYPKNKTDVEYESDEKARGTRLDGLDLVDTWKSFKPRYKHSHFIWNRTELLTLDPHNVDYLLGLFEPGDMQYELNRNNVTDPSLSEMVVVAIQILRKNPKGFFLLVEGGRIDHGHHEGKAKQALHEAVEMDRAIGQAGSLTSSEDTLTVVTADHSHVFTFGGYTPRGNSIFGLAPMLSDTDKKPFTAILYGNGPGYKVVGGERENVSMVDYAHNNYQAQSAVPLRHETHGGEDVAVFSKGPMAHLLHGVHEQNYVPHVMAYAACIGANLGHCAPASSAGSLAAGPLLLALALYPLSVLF
# TNAP act hiacc: TNAP (human) activation, high acceptor; 200,000 tested, under 10 active; activation factor at 20 µM; AID 1136; purified TNAP, CDP-star luminescence, 1 M DEA, 30 min; active compounds read high; 0 = EDTA background, 1 = DMSO-only activity;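 active = activation factor at least 2 at 20 µM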
#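 system = human TNAP | amount = enzyme diluted 1/800 final | reagent = 100 µM CDP-star substrate | signal = luminescent substrate turnover signal | dosing = one dose, 20 µM | benchmarks = EDTA negative control, DMSO positive control | measure = activation factor | timing = 30 min reaction, room temperature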
# Diaph act CS: diaphorase activation or chemical reduction counter-screen | Diaphorase/resazurin coupled assay, resorufin fluorescence, 16 min; active compounds read high; 1 = vehicle wells, 0 = NADH-free wells | activation factor at 20 µM | 190,000 tested, 0.005% active;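 active = diaphorase activity raised at least twofold by the compound at 20 µM; inactive = activation factor below 2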
#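 System – purified diaphorase enzyme from Clostridium kluyveri · Input – enzyme 0.07 U/mL final · Also added – final NADH 0.114 mM, resazurin 0.1 mM · Measured by – fluorescence of resorufin, 544 nm excitation, 590 nm emission · Timing – 16 min enzyme reaction, ambient temperature · Measure – resorufin increase flagging diaphorase activators or reducers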
# TNAP inh hiacc: blocks human TNAP under high phosphate acceptor concentration; P05186; purified TNAP, CDP-star luminescence, 1 M DEA; inhibition, % at 20 µM; 200,000 tested, 0.03% active; AID 1135;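 active = over 50% inhibition of tissue-nonspecific alkaline phosphatase at 20 µM in the single-dose screen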;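 note: plate controls were DMSO wells for no effect and EDTA-quenched wells as full inhibition for full effect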
# Diaph inh CS: diaphorase inhibition or chemical oxidation counter-screen; diaphorase resazurin-to-resorufin fluorescence, NADH, 16 min; bacterial (C. kluyveri) enzyme, not human; inhibition, % at 20 µM; 190,000 tested, 0.69% active; AID 1217;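 active = primary screen inhibition at 20 µM above a set limit, cut at about 50% in these data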;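 note: plate controls were DMSO with full reaction for no effect and wells lacking NADH for full effect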
#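 Test system: diaphorase enzyme from Clostridium kluyveri; amount: diaphorase at 0.14 U/mL in enzyme working solution; detection: fluorescence of resorufin formed from resazurin, Ex 544/Em 590 nm; times: reaction incubation of 16 min at room temperature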
# FLuc stim CS: firefly luciferase counter-screen for stimulation assays; P08659; ATPlite luciferase biochemical, luminescence, 10 min; 0 = ATP-free wells, 1 = DMSO control; activation factor at 10 µM; 200,000 tested, under 10 active; AID 1027;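 active = luciferase activation factor, scaled between plate controls, of at least 2 with compound at 10 µM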
#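 System: cell-free luciferase reagent; medium: PBS as buffer for the ATP substrate; doses: test compounds dosed from 2 mM stocks in 100% DMSO; incubation: 10 min, room temperature; measured by: luminescence from luciferase reaction; read-out: luciferase activation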
# HMGR II inh: blocks class II HMG-CoA reductase of Enterococcus faecalis. purified E. faecalis HMGR, NADPH absorbance 340 nm kinetic. inhibition, % at 10 µM. 190,000 tested, 0.41% active. AID 1066;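 active = inhibition above a set limit, the median over all tested compounds plus 3 SD, cut at about 9.5% in these data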;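 note: enzyme runs in reverse so mevalonate oxidation gives rising NADPH absorbance; 0% = complete reaction with DMSO and 100% = background rate lacking mevalonate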
# PMI activator: activators of human phosphomannose isomerase; P34949; purified human PMI, coupled resazurin fluorescence, 20 min; active compounds read high; 1 = vehicle control, 0 substrate-free wells; activation factor at 20 µM; 190,000 tested, 0.005% active; AID 1214;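 active = activation factor of 2 or more at 20 µM, relative to plate controls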
# G6PDH CS: inhibits Leuconostoc G6PDH, flagging false hits in G6PDH-based assays; AID 1020; Purified L. mesenteroides G6PDH, diaphorase/resazurin coupled fluorescence, 45 min; inhibition, % at 5 µM; 200,000 tested, 0.12% active; in the data active = inhibition above about 50%
# Active calls of the source: *.
SMILES	PMI act hi M6P	TNAP inh no acc	TNAP act hiacc	Diaph act CS	TNAP inh hiacc	Diaph inh CS	FLuc stim CS	HMGR II inh	PMI activator	G6PDH CS
CN(C)S(=O)(=O)c1ccc(Cl)c(NC(=O)COC(=O)C2CSC3(C)CCC(=O)N23)c1 (stereo unspecified)	1	-9	1	0.9	2	12	1	-3	1	-1
CCCn1c(SCC(=O)N2CCCc3ccccc32)nnc1-c1ccco1	1	-10	1	0.9	-4	11	1.1	-3	0.9	4
CCN1CCN(C(=O)c2ccc(COc3ccc(Cl)cc3)o2)CC1	1.1	-6	1	0.9	1	7	1.1	-4	1	4
Cc1cccc(NC(=O)/C(=C\c2cccs2)NC(=O)c2ccccc2)c1	0.8	-1	1	1	-2	3	1	-1	0.8	18
O=C1OC(=O)C2C1[C@@H]1CC[C@H]2O1 (stereo partly specified)	1.2	-10	1.1	1.1	-6	-12	1	-2	1.2	11
CC1CCCCC1NC(=O)c1ccc(CNc2c(N3CCCC3)c(=O)c2=O)cc1 (stereo unspecified)	0.8	-12	1	0.9	2	8	1	-5	0.9	-5
CC(NCc1ccc(N(C)C)cc1)C1CC2CCC1C2 (stereo unspecified)	1.1	-22	1	0.8	-5	16	1	-4	1	4
CC(=O)Nc1ccc(S(=O)(=O)NCCSCc2c(Cl)cccc2Cl)cc1	0.9	-14	1.1	0.7	-5	28	1.1	-3	0.9	-1
FC(F)Oc1ccc(-c2csc(=Nc3cccnc3)n2CC2CCCO2)cc1 (stereo unspecified)	1	-11	1.1	1	-6	0	1	0	1	11
O=C(Nc1ccc(Cl)cc1)N1CCC(c2nc(-c3ccccc3Cl)no2)CC1	1.1	13	1	0.9	1	6	0.9	0	1	3
Cc1ccc(OCC(O)Cn2c(=N)n(CCN3CCCCC3)c3ccccc32)cc1 (stereo unspecified)	0.9	-7	1	1	-3	-3	1	-8	0.9	-1
Cc1cc(C)nc(SCc2ccc(C(=O)O)o2)n1	1.1	-9	1	0.9	1	7	1	-10	1	14
O=C1CC(Sc2nnc(-c3ccccc3)o2)C(=O)N1c1ccccc1 (stereo unspecified)	1.2	-4	1.1	1.1	-9	-12	1	-4	1.1	24
Cc1cc2ccccc2nc1SCC(=O)N1c2ccccc2CC1C (stereo unspecified)	1	2	1	0.9	-3	14	1.1	-5	1	7
CCCNC(=O)c1ccccc1C(=O)NCCC	1.1	-7	1	1	-4	5	1.1	2	1	8
CC(Sc1nnc(-c2ccc(O)cc2)o1)C(=O)Nc1cccc2ccccc12 (stereo unspecified)	0.9	-24	0.9	0.8	10	19	1.1	-1	0.9	3
Cc1ccccc1Nc1nnc(SCc2cc(=O)n3ccsc3n2)s1	0.9	-2	1.1	1	-7	2	1	2	1	7
CCc1ccc(OCc2n[nH]c(=S)n2C(C)CCCC(C)C)cc1 (stereo unspecified)	0.8	-8	1	0.7	-1	29	1.1	0	0.8	2
CNC(=O)CSc1nnnn1-c1ccc(C)cc1C	1.1	-3	1	0.9	2	9	1	2	1.1	-1
COc1ccc(NC(=O)CSc2nc3ccccc3c(=O)n2CCNC(C)=O)c(OC)c1	1	-11	1	0.9	-2	8	1.1	-4	1	-5
Cc1ccccc1OC(C)C(=O)NC1CCCC1 (stereo unspecified)	1	-12	1	0.9	-3	7	1.1	-2	1	1
Cc1ccc(CN(Cc2ccco2)C(=S)NCC(=O)NCc2cccnc2)cc1	0.9	-28	1	0.9	2	8	1	1	0.8	4
O=C1c2ccccc2C(O)N1Cc1ccccc1Cl (stereo unspecified)	0.8	-8	1	0.9	3	13	1.1	-1	0.9	4
COC(=O)NCCOC(=O)N(O)c1ccc(Br)cc1	0.9	-15	1	0.8	-4	20	1.1	0	0.9	11
COc1ccc(NC(=O)[C@H](CCS(C)(=O)=O)N2Cc3ccccc3C2=O)c(OC)c1	0.7	-14	1.1	0.8	-7	23	1.1	2	0.9	-8
Cc1cc2nccc(-c3ccc(Cl)c([N+](=O)[O-])c3)n2n1	0.8	-7	1	1	-1	3	1.1	1	0.9	2
Cc1c(C#N)c2ccccc2n1CC(=O)NCc1ccccc1	1.1	-9	1	1.1	-5	-10	1	-6	1.1	6
CC(C)C(C(=O)Nc1nccs1)c1ccccc1 (stereo unspecified)	0.9	-8	1	0.8	-5	22	1.1	-6	1	-2
O=C(Nc1ccnc(-c2ccncc2)n1)c1ccccc1Cl	0.8	-5	1	0.9	4	9	1	-6	0.9	4
O=C(CNC(=S)N(CCCN1CCOCC1)Cc1cccs1)N1CCCC1	1.1	-8	1	1	0	4	1.1	-11	1.1	2
CCOC(=O)CSc1nc2c(c(=O)[nH]c(=O)n2C)n1C/C=C(/C)Cl	1.1	-2	1.1	1	-6	1	1	-5	1.1	3
O=C(NCc1ccco1)C1CCCN(S(=O)(=O)c2ccc(Br)cc2)C1 (stereo unspecified)	1.1	-9	1.1	1	-5	5	1	11*	1	8
Cc1onc(-c2c(Cl)cccc2Cl)c1C(=O)N/N=C(\N)COc1ccc(Cl)cc1	0.9	-1	1.1	0.8	-6	23	1	-11	0.9	31
O=C(C1CCN(c2nc3nonc3nc2N2CCCCC2)CC1)N1CCOCC1	0.9	-5	1	0.8	-4	17	1	-5	0.9	12
CCOCCCNCc1ccc(OC)c(OC)c1	1.1	-9	1	1	-4	-3	1	-2	0.9	5
O=C(Nc1ccc(F)cc1)c1ccc(CSc2ccccc2)o1	1	-9	1	0.8	2	15	1	-9	0.9	-10
CCc1ccc(/C=C(/C#N)C(N)=S)s1	1.1	-22	1	0.9	-3	6	1	1	1.1	2
Cn1cc(C(=O)NCc2ccc(F)cc2)c(=O)c2cc(S(=O)(=O)N3CCCCC3)ccc21	0.9	-6	1.1	0.8	-6	16	1.1	6	0.9	2
COCCOC(=O)C1=C(C)N(c2ccccc2)C(=S)NC1c1ccccc1C(F)(F)F (stereo unspecified)	0.9	-6	1	0.8	1	18	1	-1	0.9	7
N#Cc1ccc(Nc2ccccc2)c(N)c1	1	7	1	0.9	3	5	1	-7	1	14
Cc1ccc(C(=O)NC(=S)Nc2ccc(-c3cc4ccccc4oc3=O)cc2)c(C)c1	1	-5	1	1	-2	-1	1.1	-6	1.1	-1
COc1ccc(C2NC(=S)NC(C)=C2C(=O)c2ccccc2)cc1OC (stereo unspecified)	1.6	0	1	0.8	0	24	1	3	1.2	12
Cc1ccc(S(=O)(=O)N2CCN=C2SCc2ccc(Cl)c(Cl)c2)cc1	1	-8	1	0.8	0	18	1.1	0	0.9	15
Cc1nc2ccccc2c(=O)n1NC(=O)c1c(O)c2c(n(CC(C)C)c1=O)CCCC2	1.2	-4	1	1	0	0	1.1	-2	1.1	6
O=c1cc2c(nn1Cc1ccc(F)cc1)-c1ccccc1CC2	1	-3	1	1	-5	4	1.1	-12	0.9	8
COC(=O)C1CCN(C2CC(=O)N(c3cc(C)cc(C)c3)C2=O)CC1 (stereo unspecified)	0.9	-9	1	0.9	-1	5	1	-4	1	-7
CCOc1ccc(C(=O)NCC(=O)OCc2cc([N+](=O)[O-])cc3c2OCOC3)cc1OCC	0.9	-12	1	0.9	-2	7	1	-6	1	-7
COc1ccc(N2CC(O)=C(c3nc(C)cs3)C2=N)cc1	1.1	-10	1.1	1	-6	-1	1	-2	1	-1
CC/C(=N\NC(=O)CSc1ncccn1)c1ccc2c(c1)OCCO2	1	-12	1.1	0.9	-7	9	1	-2	1	-5
Cc1ccc(C(C(=O)NC2CCCCC2)N(C(=O)c2csnn2)C2CC2)o1 (stereo unspecified)	0.9	-4	1	0.9	1	11	1	1	0.9	11
COc1ccc(OC(C)C(=O)N2CCOCC2)cc1 (stereo unspecified)	0.9	-11	1	0.9	0	9	1.1	-5	0.9	1
COc1ccc(-c2ccc(C3C(C#N)=C(N)Oc4n[nH]c(C)c43)o2)cc1 (stereo unspecified)	0.9	19	0.9	0.7	7	26	1.1	-6	0.9	8
CCCCC(=O)Nc1ccc(C(=O)N2CCCC(C(=O)OCC)C2)cc1 (stereo unspecified)	0.8	-11	1	0.9	-4	12	1	-5	0.8	29
Cc1ccc(Cl)c2c1NC(=O)C2(O)CC(=O)c1ccc(F)cc1 (stereo unspecified)	1.1	9	1	1	-4	4	1.1	0	1.1	14
O=C(COc1ncnc2cc([N+](=O)[O-])ccc12)NCc1ccc2c(c1)OCO2	1	-1	1	0.9	0	8	1	-6	1	-2
O=c1oc2ccccc2c2[nH]ccc12	1	-10	1.1	0.8	-6	18	1.1	-4	0.9	8
Cn1c(=O)n(C)c2cc(/C=N/n3cnnc3)ccc21	0.9	-5	1	1	-1	3	1	-2	0.9	6
O=C(COC(=O)/C=C/c1cccs1)Nc1ccc2ccccc2c1	0.9	-6	1	0.8	-1	19	1	-2	0.9	-3
COc1ccc(N2CCN(c3nc(Nc4ccc(C)c(F)c4)nc(N4CCCC4)n3)CC2)cc1	0.9	-14	1	0.9	-4	14	1.1	1	0.9	-5
O=C(CN1CCN(C(=O)c2ccco2)CC1)Nc1c2c(nc3c1CCC3)CCCC2	1.1	-9	1	1	-1	0	1	-2	0.9	4
COc1ccc(C/C(N)=N/OC(=O)c2cccs2)cc1	0.9	-16	1.1	0.9	-6	12	1	-6	1	15

# 4 records picked at random from those above:
SMILES	PMI act hi M6P	TNAP inh no acc	TNAP act hiacc	Diaph act CS	TNAP inh hiacc	Diaph inh CS	FLuc stim CS	HMGR II inh	PMI activator	G6PDH CS
COc1ccc(C2NC(=S)NC(C)=C2C(=O)c2ccccc2)cc1OC (stereo unspecified)	1.6	0	1	0.8	0	24	1	3	1.2	12
O=C(NCc1ccco1)C1CCCN(S(=O)(=O)c2ccc(Br)cc2)C1 (stereo unspecified)	1.1	-9	1.1	1	-5	5	1	11*	1	8
COc1ccc(-c2ccc(C3C(C#N)=C(N)Oc4n[nH]c(C)c43)o2)cc1 (stereo unspecified)	0.9	19	0.9	0.7	7	26	1.1	-6	0.9	8
COc1ccc(N2CCN(c3nc(Nc4ccc(C)c(F)c4)nc(N4CCCC4)n3)CC2)cc1	0.9	-14	1	0.9	-4	14	1.1	1	0.9	-5
